# High-throughput results: PubChem, National Center for Advancing Translational Sciences (NCATS)
# Apoferritin bind = candidate novel general anesthetic via apoferritin binding; P02791; apoferritin/1-aminoanthracene competitive binding, fluorescence; Potency, µM (doses to about 77.5 µM), inactives show at the top dose activity change, negative = displacement, actives largely listed as inhibitors; 0.074% of 350,000 active; note: potency is the fitted concentration of half-maximal effect; % is set by controls: 0 for no effect and ±100 for the full control effect; nearly all actives have a fitted effect of over 20% in size
#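 Horse-spleen apoferritin (10 uM) was mixed with 50% saturated 1-aminoanthracene in PBS, exposed to compounds for 10 min at room temperature, and read for fluorescence (ex 380 nm, em 535 nm). Competitive displacement was fitted with a four-parameter Hill equation.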
# Pol beta inh = DNA polymerase beta (human) inhibition; P06746; Pol beta primer extension/strand displacement, fluorescence kinetic; Potency, µM (top dose mostly 114 µM), for the others: at the highest dose activity change, negative = inhibition, usual class: inhibitors; 1.3% of 340,000 active; note: potency is the fitted concentration of half-maximal effect; % is set by controls: 0 for no effect and ±100 for the full control effect
#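 Curves were derived by four-parameter Hill fits of normalized qHTS data. The kinetic fluorescent primer-extension read was taken at 0 and 10 min after 50 nM substrate, following a 15 min room-temperature preincubation of 10 nM enzyme with compounds.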
# POLH inh = DNA polymerase eta (human) inhibition. Potency, µM (highest dose often 114 µM), without a hit: at the highest dose activity change, negative = inhibition, hits mostly inhibitors. AID 588591. recombinant Pol eta, fluorescent DNA replication assay. 1.2% of 390,000 active; note: potency is the fitted concentration of half-maximal effect; % is set by controls: 0 for no effect and ±100 for the full control effect
#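 Pol eta (10 nM) was preincubated with compounds for 15 min at room temperature, after which fluorescent replication substrate (50 nM final) was added to start the reaction. Fluorescence was read kinetically at 0 and 10 min.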
# Pol kappa inh = blocks human DNA polymerase kappa activity; Q9UBT6; purified Pol kappa, fluorescent DNA synthesis assay, 10 min; Potency, µM (top dose mostly 107 µM), for inactives: top-dose activity, negative = inhibition, usual class: inhibitors; 0.53% of 400,000 active; note: potency is the fitted concentration of half-maximal effect; % is set by controls: 0 for no effect and ±100 for the full control effect
#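 Kinetic fluorescence screen: compound preincubated 15 min RT with 10 nM enzyme; 50 nM substrate (final) initiates; reads at 0/10 min.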
# APE1 inh = inhibitors of human APE1 endonuclease; P27695; recombinant APE1, TAMRA/BHQ-2 abasic DNA cleavage fluorescence; Potency, µM (doses to about 65.8 µM), inactives show at the highest dose activity change, negative = inhibition, actives largely listed as inhibitors; 0.35% of 350,000 active;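 note: potency is the fitted concentration of half-maximal effect; plate controls were vehicle for no effect and reference inhibitor for full effect; nearly all actives have a fitted effect of over 55% in size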
# Target sequence (P27695 whole entry, looked up): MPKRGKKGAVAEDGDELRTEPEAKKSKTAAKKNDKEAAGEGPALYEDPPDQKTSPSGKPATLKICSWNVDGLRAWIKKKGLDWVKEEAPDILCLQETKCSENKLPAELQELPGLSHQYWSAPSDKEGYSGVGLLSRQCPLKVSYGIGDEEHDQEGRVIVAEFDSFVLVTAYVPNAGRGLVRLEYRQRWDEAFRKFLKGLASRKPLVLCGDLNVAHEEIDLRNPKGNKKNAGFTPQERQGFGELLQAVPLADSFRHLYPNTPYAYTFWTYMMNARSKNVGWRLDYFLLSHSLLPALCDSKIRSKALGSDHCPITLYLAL
#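 Step 1: APE1 (0.75 nM) with compound, 15 min RT. Step 2: add 50 nM fluorophore/quencher THF duplex. Step 3: three fluorescence reads 60 s apart (525/598 nm); read 3 minus read 1 = reaction progress.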
# PGK inhibitor = inhibitors of T. brucei phosphoglycerate kinase. P07378. PGK/GAPDH coupled, Kinase-Glo luminescence, 60 min. Potency, µM (doses to about 57.5 µM), for inactives: at the top dose activity change, negative = inhibition, most hits filed as inhibitors. 0.043% of 380,000 active. AID 602233; note: potency is the fitted concentration of half-maximal effect; % is set by controls: 0 for no effect and ±100 for the full control effect; nearly all actives have a fitted effect of over 60% in size
#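 Recombinant glycosomal PGK reaction used 1,3-bisphosphoglycerate generated in-well by GAPDH (100nM final) in 100mM TEA pH 7.6, 5mM MgCl2, 0.01% Tween-20. After 60 minutes at room temperature, ATP was read by Kinase-Glo Plus luminescence end-point.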
# Pol iota inh = DNA polymerase iota (human) inhibition; Pol iota fluorescent replication assay, 10 min; Potency, µM (series often up to 115 µM), for the others: top-dose activity, negative = inhibition, actives largely listed as inhibitors; 1% of 390,000 active; AID 588590; note: potency is the fitted concentration of half-maximal effect
# Target sequence (Q9UNA4 whole entry, looked up): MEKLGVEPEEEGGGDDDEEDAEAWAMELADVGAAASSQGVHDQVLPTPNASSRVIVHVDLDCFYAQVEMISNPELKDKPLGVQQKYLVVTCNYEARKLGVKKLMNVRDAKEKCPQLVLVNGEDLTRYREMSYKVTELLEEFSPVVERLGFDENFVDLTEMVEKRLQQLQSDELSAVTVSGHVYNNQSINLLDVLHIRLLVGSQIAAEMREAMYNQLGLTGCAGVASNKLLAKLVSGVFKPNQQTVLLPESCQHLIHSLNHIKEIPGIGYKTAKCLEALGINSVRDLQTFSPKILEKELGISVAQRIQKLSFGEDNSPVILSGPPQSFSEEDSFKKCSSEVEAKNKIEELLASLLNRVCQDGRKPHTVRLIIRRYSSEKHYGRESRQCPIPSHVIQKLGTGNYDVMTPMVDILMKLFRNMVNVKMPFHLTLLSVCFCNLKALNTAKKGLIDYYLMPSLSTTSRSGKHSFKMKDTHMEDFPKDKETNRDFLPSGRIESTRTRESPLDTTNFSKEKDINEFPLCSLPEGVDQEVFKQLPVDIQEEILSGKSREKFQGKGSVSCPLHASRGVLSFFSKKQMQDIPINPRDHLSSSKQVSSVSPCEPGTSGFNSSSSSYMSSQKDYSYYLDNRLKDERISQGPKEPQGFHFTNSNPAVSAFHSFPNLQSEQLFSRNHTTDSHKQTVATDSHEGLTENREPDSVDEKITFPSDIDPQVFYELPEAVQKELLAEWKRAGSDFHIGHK
#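 Fluorescent replication assay read twice, at 0 min and 10 min after adding 50 nM (final) substrate. Enzyme (10 nM) and compounds were first incubated 15 min at room temperature; enzyme-free buffer wells were negative controls.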
# RXFP1 antagonist = RXFP1 (human) relaxin receptor antagonism | Q9HBX9 | HEK293-RXFP1, relaxin-stimulated cAMP HTRF, 30 min; active compounds read low | activity change, negative = inhibition, % at 57.5 µM | 0.59% of 350,000 active | AID 1259400;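 active = activity change of -60% or lower, but not beyond a set lower limit; inconclusive = change between -60% and -40%, or beyond the set limit; inactive = change above -40%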; note: % is set by controls: 0 for no effect and ±100 for the full control effect
# BLM inh = Bloom syndrome helicase (human) inhibition. Potency, µM (doses to about 56.1 µM), inactives show at the highest dose activity change, negative = inhibition, usual class: inhibitors. 0.2% of 350,000 active. recombinant BLM DNA unwinding, fluorescence dequenching. P54132;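 note: potency is the fitted concentration of half-maximal effect; plate controls were vehicle for no effect and no enzyme for full effect; nearly all actives have a fitted effect of over 35% in size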
# Numbers without * were called inactive; i = inactive; ? = inconclusive; / = no result given; & = joins results of further samples; [ ] = dose if it differs, or a comment. Unless noted, calls come from the whole dose curve; as a rule, active = well fitted curve in the direction sought with a large enough effect; inconclusive = small, poorly fitted or top-dose-only effect, or another doubt; inactive = no such curve, though single readings can be large; an effect the other way counts as inactive or inconclusive. Not all compounds are listed (hit frequency here may not be typical).
SMILES	Apoferritin bind	Pol beta inh	POLH inh	Pol kappa inh	APE1 inh	PGK inhibitor	Pol iota inh	RXFP1 antagonist	BLM inh
CN(C1CCCCC1)S(=O)(=O)c1ccc(NC(=O)CCC(=O)O)cc1	-6.7%	4.6%	-15.9%	-2.7%	14.4%	-2.9%	15.1%	-9.3	2.9%
CN(C)S(=O)(=O)c1ccc(NC(=O)COC(=O)Cn2[nH]c(=O)c3ccccc3c2=O)cc1	-11.8%	-5.9%	-12.0%	-14.4%	2.2%	-2.6%	5.4%	4.2	-7.5%
CCCCCC(=O)Nc1ccc(Cl)cn1	-19.1%	23.2%	-5.8%	-9.2%	-6.7%	4.1%	12.9%	2.8	1.0%
CSc1ccc(C2CC(=O)Oc3c2c(=O)n(C)c2ccccc32)cc1 (stereo not given)	-13.0%	1.2%	-5.9%	-0.5%	/	0.9%	0.6%	/	-2.9%
CCOc1cc(NC(=S)NCCCN2CCOCC2)c(OCC)cc1NC(=O)c1ccc(OC)cc1	0.2%	-0.9%	-11.5%	8.0%	-1.7%	-7.5%	16.6%	4.8	-5.9%
O=C(c1c(F)cccc1F)N(Cc1ccccn1)C1CCCC1	-9.7%	-6.2%	1.4%	-5.4%	12.7%	7.6%	0.2%	0.4	0.2%
C/C(=N\NC(=O)c1nnn(-c2nonc2N)c1C)c1ccc(-c2ccccc2)cc1	5.5%	44.9%	-14.7%	-19.5%	-16.0%	-3.8%	-7.7%	-19.4	1.8%
COc1ccc(C(=O)NCCn2cc(SCC(=O)Nc3ccc4c(c3)OCCO4)c3ccccc32)cc1OC	-12.9%	13.5%	-5.0%	4.4%	/	i	-9.8%	/	0.1%
COc1cc(CN2CCN(C(=O)CC(C)C)CC2)cc(OC)c1OC	1.2%	-0.2%	-12.8%	3.7%	3.0%	1.6%	10.7%	6.6	1.8%
COc1cc(OC)cc(C(=O)Nc2ccc(S(=O)(=O)Nc3ccccn3)cc2)c1	-2.9%	-24.9%	-19.7%	-2.9%	33.8%[12.4 µM]	6.6%	2.3%	-9.3	-1.4%
CCOC(=O)NC1CCS(=O)(=O)C1 (stereo not given)	-11.6%	15.9%	2.3%	0.1%	1.0%	-15.6%	7.4%	24.7	-3.1%
O=C(Nc1nc2ccccc2[nH]1)c1ccccc1	-12.2%	-0.9%	-4.9%	0.9%	-7.1%	-22.7%	6.2%	16.9	-6.3%
CN(Cc1ccccc1)CC(O)COc1ccc(CNCc2ccc(Cl)s2)cc1 (stereo not given)	-17.7%	1.6%	-21.3%	-18.0%	4.0%	-3.6%	?	-32.7	21.1%
COc1ccc(C(C(=O)NCC2CCCO2)N(Cc2ccco2)C(=O)c2snc(C(N)=O)c2N)cc1OC (stereo not given)	-11.0%	89.1%	-22.7%	5.9%	8.0%	-5.8%	23.9%	2.6	-3.3%
Cc1c(C(=O)N2CCCC(C(F)(F)F)C2)oc2ccccc12 (stereo not given)	/	/	-13.8%	12.2%	-13.7%	-8.9%	-13.9%	5.0	/
Cc1ccc(CSc2nnc(-c3cccnc3)n2N)cc1	-7.3%	38.4%	-7.3%	-6.5%	12.8%	-6.0%	-8.9%	-2.8	-3.6%

# Exported field by field: four of the compounds above
CCOC(=O)NC1CCS(=O)(=O)C1 (stereo not given)
  Apoferritin bind: -11.6%	Pol beta inh: 15.9%	POLH inh: 2.3%	Pol kappa inh: 0.1%	APE1 inh: 1.0%	PGK inhibitor: -15.6%	Pol iota inh: 7.4%	RXFP1 antagonist: 24.7	BLM inh: -3.1%
COc1cc(OC)cc(C(=O)Nc2ccc(S(=O)(=O)Nc3ccccn3)cc2)c1
  Apoferritin bind: -2.9%	Pol beta inh: -24.9%	POLH inh: -19.7%	Pol kappa inh: -2.9%	APE1 inh: 33.8%[12.4 µM]	PGK inhibitor: 6.6%	Pol iota inh: 2.3%	RXFP1 antagonist: -9.3	BLM inh: -1.4%
COc1ccc(C(C(=O)NCC2CCCO2)N(Cc2ccco2)C(=O)c2snc(C(N)=O)c2N)cc1OC (stereo not given)
  Apoferritin bind: -11.0%	Pol beta inh: 89.1%	POLH inh: -22.7%	Pol kappa inh: 5.9%	APE1 inh: 8.0%	PGK inhibitor: -5.8%	Pol iota inh: 23.9%	RXFP1 antagonist: 2.6	BLM inh: -3.3%
CN(Cc1ccccc1)CC(O)COc1ccc(CNCc2ccc(Cl)s2)cc1 (stereo not given)
  Apoferritin bind: -17.7%	Pol beta inh: 1.6%	POLH inh: -21.3%	Pol kappa inh: -18.0%	APE1 inh: 4.0%	PGK inhibitor: -3.6%	Pol iota inh: ?	RXFP1 antagonist: -32.7	BLM inh: 21.1%

# Continued.
SMILES	Apoferritin bind	Pol beta inh	POLH inh	Pol kappa inh	APE1 inh	PGK inhibitor	Pol iota inh	RXFP1 antagonist	BLM inh
COc1ccc(NS(=O)(=O)c2ccc(NC(=O)C(C)(C(F)(F)F)C(F)(F)F)cc2)nn1	?	4.5%	2.3%	-6.9%	-10.9%	-1.4%	4.0%	5.6	-2.4%
O=C(CN1C(=O)NC2(CCCCCCC2)C1=O)N1CCOCC1	-9.8%	24.9%	-1.4%	10.0%	0.4%	i	-6.9%	-12.8	0.0%
CC(=O)OC1COC(n2ccc3ccccc32)C(OC(C)=O)C1OC(C)=O (stereo not given)	-10.3%	15.6%	13.7%	-5.7%	-3.8%	-8.2%	13.5%	-20.2	1.0%
CCOC(=O)C1CCCN(C(=O)CN2C(=O)C(CC)Oc3ccc(C)cc32)C1 (stereo not given)	-4.3%	21.2%	-12.9%	-3.6%	0.1%	-2.7%	5.0%	-1.7	-1.1%
CCCCN(C)c1nnc(NC(=O)Nc2cccc(C(C)=O)c2)s1	?	0.5%	-14.4%	-16.2%	/	1.6%	7.3%	-3.2	-4.2%
Cc1ccc2c(c1)N(C(=O)CCC(=O)NCc1cccs1)CCO2	37.0%[activator]	42.2%	-11.5%	-7.3%	/	8.1%	1.5%	-11.0	-0.3%
COc1ccc(C2=NOC(Cn3nc(C(=O)NCc4ccccc4OC)cc3-c3ccccc3)C2)cc1 (stereo not given)	/	/	-9.3%	-8.9%	26.5%	2.0%	?	/	/
O=C(Nc1ccc2c(c1)OCCO2)c1cccc(S(=O)(=O)N2CCCCC2)c1	-19.6%	-6.4%	-0.7%	-3.8%	-3.3%	-9.3%	-6.3%[58.9 µM]	-0.5	-14.0%
O=C1c2ccccc2[C@@H]2C[C@H]3O[C@H]3CCN12	/	/	-7.6%	1.6%	1.7%	2.1%	-10.0%	/	/
CCn1c(SCC(=O)Nc2cc(C)on2)nc2c(c1=O)SC(C)C2 (stereo not given)	-5.8%	1.5%	-3.0%	-6.9%[60.1 µM]	0.1%	-7.0%	-4.6%	1.6	-0.9%
Cc1nnc(Oc2ccccc2F)c2ccccc12	?	23.0%	-5.8%	3.4%	0.0%	4.6%	?	-6.4	-7.7%
Cc1ccc(N2C(=O)CS(=O)(=O)C23C(=O)N(Cc2ccccc2F)c2ccccc23)cc1Cl (stereo not given)	0.4%	15.7%	-9.0%	-0.1%	/	-2.6%	-0.2%	/	-10.2%
O=C(CSc1n[nH]c(-c2ccccn2)n1)Nc1ccccc1	-3.0%	3.2%	-13.6%	-8.2%	-5.7%	-3.8%	49.6%[activator]	5.5	-6.0%
CCOC(=O)c1c(Nc2ccc(OC)cc2)nnc(-c2ccccc2)c1-c1ccccc1	?	1.2%	-19.2%	7.7%	/	-10.4%	20.9%	/	-9.9%
O=C1c2ccccc2-c2ncnc3c(N4CCOCC4)cc(N4CCOCC4)c1c23	-3.6%	-1.7%	-26.5%	-8.1%	-9.8%	-2.9%	12.6%	/	-2.3%
Cc1cccc(CNc2ncnc3ccc(-c4ccc5c(c4)OCCO5)cc23)c1	/	/	-9.4%	-15.7%	-1.0%&12.9%	i	-8.4%	/	/
CC1(C)O[C@H]2CC(=O)OC[C@]23[C@H]2CC[C@@]4(C)[C@H](c5ccoc5)OC(=O)[C@H]5O[C@]54[C@]2(C)[C@@H](O)C[C@@H]13	/	/	-5.3%	1.2%	-3.1%	-0.1%	-0.4%	/	/
COc1ccc(OC)c(CNS(=O)(=O)c2c(C)nc3scc(C)n3c2=O)c1	-0.5%	27.2%	-3.8%	-24.7%	-8.4%	0.5%	?	-18.9	-1.2%
COc1cccc(CN2CC(C(=O)NCC3CCOCC3)CCC2=O)c1 (stereo not given)	-6.0%	3.3%	-7.3%	-0.9%	23.6%	-10.2%	22.0%	24.8	-0.4%
CCn1c(=O)c(=O)n(CC)c2cc(S(=O)(=O)N3CCc4ccccc43)ccc21	?	5.2%	-11.8%	8.8%	-0.8%	i	3.8%	/	-10.0%
Clc1ccc(C2CC(c3ccco3)n3ncnc3N2)cc1Cl (stereo not given)	-5.4%	-7.1%	-13.0%	8.5%	-0.8%	i	9.2%	-2.0	-3.1%
CC(C)C(NS(=O)(=O)c1cccc2nsnc12)C(=O)Nc1nc2ccc(Cl)cc2s1 (stereo not given)	-10.3%	2.3%	-24.2%	-1.0%	2.4%	3.4%	13.1%	/	-11.0%
COc1ccc(OC)c(C2N(c3ccccn3)C(=O)C3CCCN32)c1 (stereo not given)	-13.9%	18.6%	-2.1%	-1.8%	-2.9%	i	1.7%	7.8	2.6%
COc1cc(NC2c3ccccc3C(=O)N2c2cc(C)ccn2)cc(OC)c1OC (stereo not given)	-21.4%	6.2%	-7.2%	-19.4%	-1.1%	1.4%	-3.4%	-3.5	1.2%
CCCNS(=O)(=O)c1cc2c3c(c1)CCN3C(=O)CC2	4.1%	8.3%	-6.7%	-1.6%	12.2%	i	-8.8%	3.2	-1.2%
CCC/C=C(\CCC)C(NS(=O)(=O)c1ccc(C(F)(F)F)cc1)c1ccccc1 (stereo not given)	0.8%&-6.3%	?	/	/	?	/	/	/	-17.8%&-14.0%
